PREPL inh – PREPL enzyme inhibitors, primary screen, biochemical, fluorescence polarization; Prolyl endopeptidase-like (Homo sapiens), Q4J6C6; recombinant PREPL, fluorescence polarization activity-based probe; inhibition, % at 5.96 µM; 320,000 compounds, 0.68% hits; AID 2751, 2010; in the data active = inhibition above about 43%;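 also: 0% = enzyme with DMSO and 100% = wells lacking enzyme; many of its hits are not listed in these tables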
TPT1 inh – Candida albicans TPT1 enzyme inhibitors, primary screen, biochemical, fluorescence polarization; tRNA 2'-phosphotransferase TPT1 (Candida albicans SC5314); recombinant caTPT1, FP RNA substrate dephosphorylation; inhibition, % at 5 µM; 300,000 compounds, 0.81% hits; AID 1962, 2009;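 active = inhibition above the mean of all tested compounds plus 3 SD, set per screening campaign, cut at about 24% in these data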;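 also: plate controls were DMSO alone for no effect and ferristatin control at 100 nM for full effect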
PP1 counter – PP1-alpha phosphatase inhibitors, primary screen, counter-screen for PP5 inhibitor project, biochemical, fluorescence, OMFP substrate, single point; Serine/threonine-protein phosphatase PP1-alpha catalytic subunit (Homo sapiens), P62136; purified PP1alpha; inhibition, % at 6.7 µM; 320,000 compounds, 0.9% hits;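 active = inhibition above the mean inhibition of all tested compounds plus 3 SD, computed separately for each screening campaign, cut at about 15% in these data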
Target sequence (P62136 whole entry, looked up): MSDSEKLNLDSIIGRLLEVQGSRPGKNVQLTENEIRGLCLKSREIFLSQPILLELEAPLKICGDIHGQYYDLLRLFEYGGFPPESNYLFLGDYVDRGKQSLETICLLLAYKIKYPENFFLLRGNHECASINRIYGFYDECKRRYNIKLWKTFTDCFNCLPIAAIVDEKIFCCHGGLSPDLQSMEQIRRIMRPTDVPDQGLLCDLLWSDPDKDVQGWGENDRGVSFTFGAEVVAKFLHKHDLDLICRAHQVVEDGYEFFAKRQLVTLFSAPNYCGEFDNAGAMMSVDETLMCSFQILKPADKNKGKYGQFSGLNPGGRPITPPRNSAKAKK
ZTA counter – blocks Epstein-Barr virus ZTA, an EBNA-1 counter-screen | 320,000 compounds, 0.15% hits | inhibition, % at 11 µM | ZTA-DNA binding, fluorescence polarization | P03206 | AID 2234; in the data active = inhibition above about 33%
Target sequence (P03206 whole entry, looked up): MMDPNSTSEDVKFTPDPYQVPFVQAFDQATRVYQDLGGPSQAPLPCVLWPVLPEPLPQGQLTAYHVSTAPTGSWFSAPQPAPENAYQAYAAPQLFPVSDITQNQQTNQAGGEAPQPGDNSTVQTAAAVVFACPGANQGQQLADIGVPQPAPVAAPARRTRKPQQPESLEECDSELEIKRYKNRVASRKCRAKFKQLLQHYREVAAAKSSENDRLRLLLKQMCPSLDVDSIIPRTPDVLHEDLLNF
PP5 primary – PP5 phosphatase inhibitors, primary screen, biochemical, fluorescence | Serine/threonine-protein phosphatase 5 (Homo sapiens), P53041 | purified PP5c, OMFP substrate fluorescence | inhibition, % at 6.7 µM | 320,000 compounds, 0.18% hits | AID 1987, 2009;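 active = inhibition above the campaign's mean inhibition across all tested compounds plus 3 SD, cut at about 9.5% in these data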;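 also: 0% = DMSO only and 100% = 100 µM cantharidin control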
Target sequence (P53041 whole entry, looked up): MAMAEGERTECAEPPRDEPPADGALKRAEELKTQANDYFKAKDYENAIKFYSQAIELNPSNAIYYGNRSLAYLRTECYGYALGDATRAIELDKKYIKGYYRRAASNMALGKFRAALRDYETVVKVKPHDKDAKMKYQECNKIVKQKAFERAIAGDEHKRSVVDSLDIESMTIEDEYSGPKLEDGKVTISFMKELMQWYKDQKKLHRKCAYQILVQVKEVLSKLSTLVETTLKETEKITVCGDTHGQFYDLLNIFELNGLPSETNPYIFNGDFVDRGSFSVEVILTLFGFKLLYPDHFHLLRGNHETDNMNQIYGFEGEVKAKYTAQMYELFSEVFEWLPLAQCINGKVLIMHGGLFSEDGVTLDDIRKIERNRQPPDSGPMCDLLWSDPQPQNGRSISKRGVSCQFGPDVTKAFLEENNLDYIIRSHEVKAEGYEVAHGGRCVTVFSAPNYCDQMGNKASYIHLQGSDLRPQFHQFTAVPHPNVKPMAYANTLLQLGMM
core dimer inh – inhibitors of HCV core protein dimerization, primary screen, biochemical, TR-FRET, high-throughput; TR-FRET GST/Flag-core106 dimerization, 1536-well; 300,000 compounds, 0.33% hits; inhibition, % at 5 µM;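 active = inhibition above the mean of all tested compounds plus 3 SD, set per screening campaign, cut at about 45% in these data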
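Test system: GST/Flag-tagged HCV core106 proteins; Medium: KF-containing HEPES buffer, pH 7.45, DTT, CHAPS, BSA; Times: compound-protein-antibody incubation 4 h at 22.5 °C; Detection: TR-FRET 671 and 617 nm emission; Benchmarks: wells lacking GST-core106 and wells with excess unlabelled core106.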
Efflux pump inh – inhibitors of Candida efflux pumps in yeast, primary screen, S. cerevisiae, Nile Red, multiplex; S. cerevisiae Candida pump triplex; inhibition, % at 10 µM; 330,000 compounds, 0.44% hits; AID 485275, 2010;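 active = plate passing quality check with inhibition over a set limit, or well fluorescence over plate mean plus 4 SD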;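 also: Nile Red retained in pooled yeast measured as flow cytometry median fluorescence; 0% = buffer negative control and 100% = Enniatin B positive control; higher means more Nile Red kept so more efflux inhibition; some compounds called inactive have numbers as strong as hits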
CTSL1 counter – Fasciola hepatica cathepsin L1 inhibitors, primary screen, counter-screen for PFM18AAP inhibitor project, biochemical, QFRET, fluorogenic peptide substrate; recombinant F. hepatica cathepsin L1, Z-Leu-Arg-MCA fluorescence; inhibition, % at 5.96 µM; 300,000 compounds, 0.49% hits;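 active = inhibition above the mean of all tested compounds plus 3 SD, set per screening campaign, cut at about 17% in these data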;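 also: 0% = plate median of test compound wells and 100% = 1 µM Z-Phe-Ala-diazomethylketone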
EBNA-1 inhibitor – EBNA-1 DNA-binding inhibitors, primary screen, biochemical, fluorescence polarization; inhibition, % at 14.8 µM; 300,000 compounds, 0.34% hits; AID 1950, 2009; in the data active = inhibition above about 28%
Numbers without * were called inactive; · = not tested or not shown. A portion of the library; count on the stated rates, not on these rows.

SMILES	PREPL inh	TPT1 inh	PP1 counter	ZTA counter	PP5 primary	core dimer inh	Efflux pump inh	CTSL1 counter	EBNA-1 inhibitor
COc1ccc(NS(=O)(=O)c2cc(S(C)(=O)=O)ccc2C)cc1	3	-2	-1	5	-1.2	-1	-0.1	0	3
CCOC(=O)C1CCN(CCCSc2ccc(Cl)cc2)CC1	25	0	-3	2	1.2	3	0.0	-6	-4
CN(C(=O)c1ccc(OC2CCN(Cc3ccccn3)CC2)cc1)C1CCCCC1	11	-1	-2	-15	-4.3	-3	0.1	-1	-9
S=C(NCCCn1ccnc1)Nc1ccc(Cl)cc1Cl	-9	3	-3	-10	0.8	-5	0.1	-1	7
CCCCOc1ccc(/C=N/NC(=O)C2CCCNC2=O)cc1 (stereo not given)	3	-1	-1	1	0.2	2	0.0	-2	6
O=C(O)c1cc2ncc(-c3[nH]ncc3[N+](=O)[O-])cn2n1	18	-1	-2	7	0.2	-4	-0.1	2	2
CCCn1c(=O)n(C)c(=O)c2c(SCC(=O)NC34CC5CC(CC(C5)C3)C4)nc(CC(C)C)nc21	-7	1	3	2	1.9	11	0.1	0	11
N#CC1(NC(=O)COc2ccc3oc4ccccc4c3c2)CCCCC1	20	-1	0	4	-0.3	4	-0.1	1	9
O=C(NC1CC1)c1ccc(CSCc2ccccc2Cl)o1	-1	-1	-4	-2	-1.4	-2	0.0	-3	-10
CC1NC(=S)N(C2CCCCC2)C1=O (stereo not given)	18	0	-1	-10	-2.4	-4	0.0	4	-4
CCCOC(=O)c1ccc(NC(=O)C2C3C=CC(O3)C2C(=O)O)cc1 (stereo not given)	2	-3	1	-6	21*	3	-0.1	5	6
CC(=O)Nc1ccc(OCc2ccc3c(c2)OCO3)cc1	17	-4	-1	8	-1.9	-11	0.0	4	2
CSc1ncccc1C(=O)N1CCCC(C(=O)c2cc(F)ccc2F)C1 (stereo not given)	3	-2	-5	-10	1.1	-3	0.0	1	-7
COc1ccc(N(C(=O)c2snc(C(N)=O)c2N)C(C(=O)NC2CCCC2)c2ccc(C)o2)c(OC)c1 (stereo not given)	-1	-2	1	3	0.7	17	-0.1	-1	1
O=C(NN=C1CCCC1)c1cccc(O)c1	12	-1	-1	-4	1.6	-1	0.0	2	11
CC(NC(=O)c1cccs1)C(c1cccs1)N1CCOCC1 (stereo not given)	-2	-1	1	21	-2.0	1	0.0	1	9
CN1CCC(NC(=O)Nc2cccc(C(F)(F)F)c2)CC1	13	1	-3	10	2.6	1	0.2	7	-4
CC(C)COc1ccc(C(=O)Nc2ccc([N+](=O)[O-])cc2)cc1	5	1	2	-1	-0.5	0	0.1	3	-1
O=C(Cc1cccs1)N1CCCC(c2nc3c(nnn3Cc3ccccc3Cl)c(=O)[nH]2)C1 (stereo not given)	10	1	0	6	1.4	8	0.0	1	10
COc1ccc2c(c1)c(=O)oc1c(C)c(OC(C)C(=O)NCC3CCC(C(=O)O)CC3)ccc12 (stereo not given)	-1	-2	-3	-2	1.7	2	0.0	-1	-13
c1ccc(Cn2cnc3ccccc32)cc1	5	-1	-3	5	0.5	2	0.0	-1	-13
O=C(CS(=O)(=O)c1ccc(F)cc1)NCc1ccccc1	8	0	-5	12	2.7	-4	0.3	0	-1
CC(=O)N1c2ccc(S(=O)(=O)N3CCC(C(=O)Nc4cccc(F)c4)CC3)cc2CC1C (stereo not given)	-13	1	-4	-12	1.8	7	0.0	-3	-4
CN(CCOC(=O)/C=C/c1ccco1)Cc1ccccc1	9	-2	-3	-25	-1.2	1	0.0	6	-3
O=c1[nH]cnc2c1c(-c1ccccc1)cn2-c1ccc(F)cc1	9	-1	-1	10	-0.4	1	3.3	0	14
SMILES	PREPL inh	TPT1 inh	PP1 counter	ZTA counter	PP5 primary	core dimer inh	Efflux pump inh	CTSL1 counter	EBNA-1 inhibitor
O=C1CC(c2ccccc2)CC(O)=C1C=Nc1ccc(O)cc1 (stereo not given)	5	0	-1	-14	2.7	3	0.1	-1	-8
CC(=O)N1CCN(Cc2ccc(Br)s2)CC1	1	2	-2	-9	-1.2	2	0.1	0	-7
COc1cccc(CN(C)C(=O)c2ccc(Oc3ccccc3)cc2)c1OC	12	-4	2	-1	1.0	10	0.1	1	6
Cn1c(=O)c2c(nc(N3CCCCC3)n2CC(O)COc2ccccc2)n(C)c1=O (stereo not given)	-4	0	-3	-3	-2.8	4	-0.1	2	-4
CC1=CC(C)C2(CO)COC(c3ccc(O)cc3)C1C2C (stereo not given)	6	-9	2	-12	2.4	-2	0.1	-4	-6
O=C1NC(=O)/C(=C/c2ccccc2OCc2ccccc2)S1	8	0	5	16	3.6	0	0.1	0	-7
O=[N+]([O-])c1ccc(N2N=C(c3ccco3)CC2c2ccccc2)cc1 (stereo not given)	6	135*	19*	11	-3.0	87*	0.5*	-2	-15
COC(=O)C/C=C/[C@@H](C)[C@@H](/C=N/O[C@H](C)c1cn([C@@H]2COC[C@H]2O)nn1)NS(=O)(=O)c1ccc(C)cc1	-5	-1	2	-9	2.8	-5	0.0	-3	6
CCOc1ccccc1NC(=O)NCCC1=CCCCC1	1	-1	-2	-9	-2.0	8	0.0	-2	-3
CCOC(=O)C1CCCN(Cc2c(F)cccc2Cl)C1 (stereo not given)	5	0	0	1	0.9	0	-0.1	4	9
CCOC(=O)N1CCN(c2ncnc3nc[nH]c23)CC1	-8	1	-3	-6	1.2	-4	0.1	-1	-5
COc1ccc(NC(=O)Cn2nnc(C(=O)NCc3cccs3)c2N)c(OC)c1	-3	-3	2	-4	0.7	-7	0.1	0	-20
Cc1cc(Br)ccc1NC(=O)CN(C)C(=O)c1cc(S(=O)(=O)N(C)C)ccc1N1CCCC1	20	-1	2	5	0.2	2	-0.1	1	-7
CCOc1ccc2nc(N3CCCCCC3)sc2c1	8	1	-1	-4	1.9	-4	-0.3	-1	-7
O=C(c1cccs1)N1CCN(c2ncc(Br)cn2)CC1	8	-1	0	4	-0.5	5	0.2	-1	-2
C/C(=C\C(=O)OCC(=O)NCc1ccccc1)C(=O)OCC(=O)NCc1ccccc1	15	-1	13	-10	2.0	-11	0.5	-4	3
CN(CC(=O)Nc1c(Cl)cccc1Cl)C(=O)c1ccncc1	4	-1	-1	-10	2.1	-3	-0.5	0	4
N/C(=N\OC(=O)CCC1CCCC1)c1ccc([N+](=O)[O-])cc1	14	2	-1	1	3.4	3	-0.1	-8	1
Oc1ccc(N2CCN(C(=S)NCc3ccccc3)CC2)cc1	-1	-6	-2	-13	4.2	-3	-0.1	-3	0
CCC(=O)NC(=S)NNC(=O)c1ccccc1[N+](=O)[O-]	3	0	-9	6	2.5	-3	0.5	-5	-7
CC1(C)CC(C(CC(=O)O)c2ccccc2)CCO1 (stereo not given)	1	1	-4	-3	0.0	-11	0.0	1	1
CCc1ccc(OCCNC(=O)c2cc(SC)ccc2Cl)cc1	-35	-2	-1	-2	0.7	-1	0.0	3	6
O=C(Nc1ccc(NC(=O)c2cccc([N+](=O)[O-])c2)cc1)c1cccc([N+](=O)[O-])c1	4	-4	1	-5	0.4	-1	0.0	-6	8
CCOc1ccc(N/N=C(/C#N)C(N)=O)cc1	0	-1	-4	0	2.0	-7	0.0	-2	10
COc1cc(OC)c(C(=O)O/N=C(\N)c2ccc(C)cc2)cc1OC	12	-2	2	-16	0.2	2	0.0	4	2

A draw from above in order of heavy-atom count, low to high.
SMILES	PREPL inh	TPT1 inh	PP1 counter	ZTA counter	PP5 primary	core dimer inh	Efflux pump inh	CTSL1 counter	EBNA-1 inhibitor
CCOC(=O)C1CCCN(Cc2c(F)cccc2Cl)C1 (stereo not given)	5	0	0	1	0.9	0	-0.1	4	9
CC1=CC(C)C2(CO)COC(c3ccc(O)cc3)C1C2C (stereo not given)	6	-9	2	-12	2.4	-2	0.1	-4	-6
COc1cccc(CN(C)C(=O)c2ccc(Oc3ccccc3)cc2)c1OC	12	-4	2	-1	1.0	10	0.1	1	6
C/C(=C\C(=O)OCC(=O)NCc1ccccc1)C(=O)OCC(=O)NCc1ccccc1	15	-1	13	-10	2.0	-11	0.5	-4	3

(continued)
SMILES	PREPL inh	TPT1 inh	PP1 counter	ZTA counter	PP5 primary	core dimer inh	Efflux pump inh	CTSL1 counter	EBNA-1 inhibitor
CCC(=O)c1ccc(OCCn2cncn2)cc1	-3	-1	0	-12	-1.7	-10	-0.1	2	2
O=C(C1CC(=O)N(c2ccccc2)C1)N1CCN(c2ccccc2F)CC1 (stereo not given)	40	0	2	8	-0.9	10	0.1	-1	7
CCCCC(NC(=O)c1ccc(C#N)cc1)C(=O)NCCC (stereo not given)	0	·	-2	-8	-1.2	·	-0.1	·	·
Cc1nc2ccccc2c2nc(NC(=O)C(F)(F)F)nn12	6	5	-2	-11	-2.1	-5	-0.1	2	-2
CC(NS(=O)(=O)c1ccc(N)cc1)C1CC2CCC1C2 (stereo not given)	4	-2	2	21	0.8	6	0.7	7	5
COc1cc(C)c(C(=O)Oc2cc(C)c(C(=O)O)c(O)c2C)c(O)c1C	-8	-1	12	9	6.3	5	-0.2	1	3
CSCCC(NS(=O)(=O)c1ccc(Cl)cc1)C(=O)O (stereo not given)	7	0	1	-21	-0.8	5	-0.1	-5	-18
Cc1cccc(NC(=S)NC(=O)c2ccco2)n1	-8	3	-2	-6	2.9	-4	0.6	-1	-1
Cc1c(NC(=O)C2CC(c3cccc(Br)c3)=NO2)c(=O)n(-c2ccccc2)n1C (stereo not given)	14	-4	1	-2	0.0	-5	0.0	17*	3
Cc1nc(S(=O)(=O)Cc2ccccc2)nc2c1CCC2	-3	4	-6	2	-0.9	3	-0.1	0	0
COc1cc2cc(CCOC(=O)c3ccc(F)cc3)oc(=O)c2cc1OC	-5	·	1	7	1.7	·	-0.3	·	·
NC(=O)N=Nc1c(O)[nH]c2ccc([N+](=O)[O-])cc12	23	-1	-1	-12	0.1	-8	0.2	-1	2
O=C(NNC(=O)c1ccc([N+](=O)[O-])cc1)c1ccncc1	4	2	1	13	-0.6	-4	-0.3	3	-10
CCc1n[nH]c(=S)n1/N=C/c1c(C)nn(-c2ccccc2)c1Cl	7	3	4	-1	-0.1	2	0.3	0	13
COc1cccc(CNC(=O)CCC2CCCN(C(=O)c3csc(C(C)C)n3)C2)c1 (stereo not given)	1	-4	-5	-1	-2.9	6	0.0	-1	7
CCOC(=O)C1CCCN(C(=O)c2cn(-c3ccccc3)nc2-c2cccnc2)C1 (stereo not given)	4	4	-2	-25	0.9	-9	0.0	0	-1
Cc1ccc(CS(=O)(=O)c2nsc(C)c2C#N)cc1	3	1	-3	-23	-0.9	-6	-0.1	-5	-11
Cn1c(C(=O)NCc2cccnc2)cc2sccc21	7	0	6	5	4.2	-1	-0.2	5	-7
COc1ccc(-c2cc(C(F)(F)F)n3nc(C(=O)Nc4cc(C)on4)cc3n2)cc1OC	-15	-6	-3	5	0.7	-5	0.4	-3	3
O=C(O)C1CC=CCC1C(=O)Nc1cccnc1 (stereo not given)	-6	-2	-6	-1	4.0	-3	0.4	-3	-6
Cc1ccc(/C=N/NC(=O)Cc2ccc(Cl)cc2)s1	-19	-2	0	-9	-3.3	-8	-0.1	-9	-15

Bioassay records from PubChem.
